Screens (PubChem BioAssay)
Peg3 promoter – reduces Peg3 promoter-driven luciferase expression in HeLa | HeLa PEG-Prom luciferase reporter, luminescence, overnight | inhibition, % at 20 µM | 360,000 compounds, 1.7% hits;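 active = inhibition of at least 50% at 20 µM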
H9c2 protect – myocardial damage modulation in H9c2 cells. protection from H2O2 cell death, % at 20 µM. H9c2 cardiomyocytes, H2O2 injury protection, ATPLite, 2 h. 360,000 compounds, 0.63% hits;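 active = compounds giving at least 50% protection of heart cells from peroxide-induced death in the single-dose screen, raw or plate-pattern-corrected value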;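 note: 0% = DMSO wells with peroxide and 100% = DMSO wells without peroxide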
TRPM1 prom inh – MITF TRPM1 promoter inhibition in SK-MEL-5 cells; AID 488899; SK-MEL-5 TRPM1 promoter luciferase, 24 h; inhibition, % at 12.5 µM; 330,000 compounds, 0.83% hits;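 active = mean inhibition across replicates of 60% or more, whatever share of single replicates reaches that level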; note: values of inactives mirror those of a sister screen read the other way
NR2E3 ag-1 – agonists of human NR2E3 nuclear receptor. Q9Y5X4. AID 602229. inhibition of corepressor binding, % at 3.98 µM. 360,000 compounds, 0.35% hits. CHO-S Gal4-NCOR/VP16-NR2E3 two-hybrid, luciferase;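 active = inhibition above the mean of all tested compounds plus 3 SD, cut at about 70% in these data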;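 note: 0% = DMSO with NR2E3 transfected cells and 100% = cells lacking NR2E3 construct; higher means lower luciferase signal from less NR2E3 corepressor binding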
Target sequence (Q9Y5X4 whole entry, looked up, the tested form may be a part): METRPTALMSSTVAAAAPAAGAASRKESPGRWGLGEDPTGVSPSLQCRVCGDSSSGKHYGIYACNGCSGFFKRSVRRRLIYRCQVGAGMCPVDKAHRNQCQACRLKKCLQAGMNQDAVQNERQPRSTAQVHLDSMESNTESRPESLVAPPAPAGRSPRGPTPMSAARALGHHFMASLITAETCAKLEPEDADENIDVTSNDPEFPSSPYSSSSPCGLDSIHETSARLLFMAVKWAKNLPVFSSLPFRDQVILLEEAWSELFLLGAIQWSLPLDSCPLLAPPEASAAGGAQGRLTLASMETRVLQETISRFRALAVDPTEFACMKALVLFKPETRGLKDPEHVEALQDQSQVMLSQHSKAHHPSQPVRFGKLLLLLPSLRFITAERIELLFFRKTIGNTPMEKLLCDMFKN
Shn3 inh set2 – inhibitors of Schnurri-3 3'UTR reporter in osteoblasts; Clone20 osteoblast Shn3 3'UTR firefly luciferase, 24 h; inhibition, % at 12.5 µM; 360,000 compounds, 0.52% hits;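 active = mean inhibition of at least 75% with every replicate also reaching 75%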;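 note: 0% = median of neutral control wells and 100% = pilot-screen positive control compound; some compounds past the cut are filed as inactive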
PDI inh – blocks human protein disulfide isomerase activity; PDI insulin aggregation turbidity, A650, 90 min; inhibition, % at 10 µM; 350,000 compounds, 0.052% hits; AID 588391;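 active = mean inhibition across replicates of 30% or more, whatever share of single replicates reach that level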;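 note: absorbance from insulin aggregation driven by PDI reduction with DTT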
CaV13 ICDI inh – Disruptors of the CACNA1D IQ motif to Ca2+-dependent inactivation inhibitor domain association, primary screening, Förster resonance energy transfer in intact living …; HEK cells, CFP/YFP FRET ICDI-IQ, plate reader, 10 min; percent FRET-ratio fall versus neutral wells; inhibition, % at 12.3 µM; 340,000 compounds, 0.098% hits;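 active = mean replicate inhibition of at least 30% and at least 1% of replicates passing that level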;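 note: 0% = median of the neutral control wells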
HTR2A ag – agonists of mouse serotonin 5-HT2A receptor (HTR2A) | CHO-K1 mHTR2A beta-arrestin complementation, luminescence; percent of 30 µM serotonin response | 360,000 compounds, 0.66% hits | AID 624169 | P35363 | activation, % at 7.6 µM;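 active = activation above a run cutoff, the mean activation of all tested compounds plus 3 SD, cut at about 14% in these data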;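 note: 0% = plate median of compound wells and 100% = 30 µM serotonin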
Target sequence (P35363 whole entry, looked up): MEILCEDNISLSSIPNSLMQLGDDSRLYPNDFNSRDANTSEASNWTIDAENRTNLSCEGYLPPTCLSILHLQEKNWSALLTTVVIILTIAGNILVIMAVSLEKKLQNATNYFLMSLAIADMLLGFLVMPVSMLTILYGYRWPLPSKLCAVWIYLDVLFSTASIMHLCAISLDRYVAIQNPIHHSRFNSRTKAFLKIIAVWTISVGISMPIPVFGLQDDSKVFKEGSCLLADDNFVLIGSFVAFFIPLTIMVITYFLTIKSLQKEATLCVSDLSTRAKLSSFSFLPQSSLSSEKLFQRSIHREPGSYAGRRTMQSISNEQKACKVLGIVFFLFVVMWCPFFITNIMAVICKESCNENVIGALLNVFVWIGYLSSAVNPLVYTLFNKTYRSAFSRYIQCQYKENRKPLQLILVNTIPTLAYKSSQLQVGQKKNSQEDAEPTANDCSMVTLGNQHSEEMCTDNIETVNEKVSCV
HIF-2a inh – inhibitors of HIF-2a; 786-0 RCC cells HIF-2a reporter, luciferase luminescence, overnight; inhibition, % at 18.8 µM; 360,000 compounds, 0.72% hits;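 active = inhibition of the luminescence signal of 40% or more relative to plate controls, in a single-dose primary screen at 18.75 µM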
NR2E3 ag-2 – activates human photoreceptor nuclear receptor NR2E3; GST-NR2E3/biotin-RetCOR TR-FRET, 1536-well; inhibition of corepressor binding, % at 4.78 µM; 320,000 compounds, 0.12% hits; AID 2300;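 active = percent inhibition above the cutoff of mean plus 3 SD of all tested compounds, set per screening campaign, cut at about 20% in these data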;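 note: 0% = DMSO wells and 100% = biotin wells as full block of FRET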
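Test system – NR2E3–RetCOR corepressor complex · Quantity – NR2E3 fusion 1.35 nM · Buffer or medium – Tris pH 7.5 · Incubation – Compound–protein incubation for 5 h at 4 °C · Technique – TR-FRET, Eu(K)-anti-GST donor, streptavidin-D2 acceptor, ex 340, em 617/671 nm · Evaluation – percent inhibition of 671/617 nm emission ratio versus biotin and DMSO controls · Plate – 1536-well format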
hiPSC survival – increases survival of single human iPS cells; hiPSC single-cell survival, ATPlite luminescence; 100% = ROCK inhibitor wells, 0% = DMSO; survival enhancement, % at 20 µM; 360,000 compounds, 0.044% hits; AID 602274; in the data active = survival enhancement above about 18%;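 note: cells exposed to compounds for 16 hours before the ATP read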
Active calls of the source: *; / = not tested or not shown.

SMILES	Peg3 promoter	H9c2 protect	TRPM1 prom inh	NR2E3 ag-1	Shn3 inh set2	PDI inh	CaV13 ICDI inh	HTR2A ag	HIF-2a inh	NR2E3 ag-2	hiPSC survival
COC(=O)c1c(NC(=O)C(=O)NCCCN2CCOCC2)sc2c1CC(C)(C)OC2	14	7	-2	-37	-9	2	-3	-3	6	1	0.1
Cc1cc(C)c(S(=O)(=O)N(CC(=O)O)CC(=O)O)c(C)c1	10	-2	-10	6	-22	2	-3	-3	2	4	-1.0
CN(C)S(=O)(=O)NCCNC(=O)c1cc(OCC(F)(F)F)ccc1OCC(F)(F)F	6	-2	-5	-8	18	-9	-18	0	0	1	-1.5
NC(=O)CSc1nnc(-c2ccco2)n1-c1ccccc1	9	2	-3	-17	-3	-3	-4	5	8	-1	1.2
Cn1c(NNC(=O)c2ccc(C(C)(C)C)cc2)cc(=O)n(C)c1=O	1	2	2	-26	6	-8	-7	1	-1	2	-0.1
CCc1nnc(NC(=O)CCc2ccccc2OC)s1	-16	3	1	4	-5	-2	-2	1	-21	3	1.2
O=C(CS(=O)CC(=O)NC12CC3CC(CC(C3)C1)C2)Nc1ccc(F)cc1 (stereo not drawn)	10	2	-1	13	14	-5	-3	-2	14	2	0.7
NC(=O)c1ccsc1NC(=O)c1nc(-c2ccccc2)n(-c2ccccc2)n1	15	13	-7	-5	1	-8	-4	1	1	3	-1.5
O=C(CSc1nc2nn(-c3ccccc3)c(=O)c-2c2n1CCCCC2)Nc1ccc(F)cc1F	-1	-9	-22	16	13	-4	-2	0	0	6	-0.8
Cc1ccc(NC(=O)CN2CCc3ccccc3C2)cc1S(=O)(=O)N(C)C	3	-6	14	6	4	-3	-4	9	-3	6	2.6
O=C(CSc1nnc(CNC(=O)c2c(F)cccc2Cl)o1)c1ccccc1	-1	6	2	-8	20	17	-4	-1	-1	-1	-3.0
CC(C)(C)c1nnc(NC(=O)C2c3ccccc3Oc3ccccc32)s1	12	-9	-11	-8	-37	-4	8	3	29	1	0.2
COC(=O)c1ccc(C(=O)OC)c(NC(=O)CN2CCCCC2)c1	16	-5	-14	9	-27	-7	-4	-2	-1	1	-1.5
CCOC(=O)c1c(C)[nH]c(C)c1S(=O)(=O)NCc1ccccc1OCC	-7	3	19	-30	2	6	-3	4	3	0	-0.5
COc1cc(OC)cc(-c2nnc(SCC(=O)N(Cc3ccccc3)C(C)(C)C)o2)c1	21	-10	10	-24	15	5	-5	-2	13	-1	2.6

Whole records, looked up by structure:
Results for COC(=O)c1c(NC(=O)C(=O)NCCCN2CCOCC2)sc2c1CC(C)(C)OC2 = Peg3 promoter = 14; H9c2 protect = 7; TRPM1 prom inh = -2; NR2E3 ag-1 = -37; Shn3 inh set2 = -9; PDI inh = 2; CaV13 ICDI inh = -3; HTR2A ag = -3; HIF-2a inh = 6; NR2E3 ag-2 = 1; hiPSC survival = 0.1
Results for NC(=O)CSc1nnc(-c2ccco2)n1-c1ccccc1 = Peg3 promoter = 9; H9c2 protect = 2; TRPM1 prom inh = -3; NR2E3 ag-1 = -17; Shn3 inh set2 = -3; PDI inh = -3; CaV13 ICDI inh = -4; HTR2A ag = 5; HIF-2a inh = 8; NR2E3 ag-2 = -1; hiPSC survival = 1.2

(further entries)
SMILES	Peg3 promoter	H9c2 protect	TRPM1 prom inh	NR2E3 ag-1	Shn3 inh set2	PDI inh	CaV13 ICDI inh	HTR2A ag	HIF-2a inh	NR2E3 ag-2	hiPSC survival
Cn1c(CCN2CCCCC2)nc2cc(NS(=O)(=O)c3ccccc3)ccc21	16	2	12	-8	12	23	/	-7	22	-3	-0.1
O=[N+]([O-])c1ccc(-[n+]2ccc3ccccc3c2)c([N+](=O)[O-])c1	96*	-22	89*	0	-66	-3	-5	3	34	2	-3.9
c1ccc(-c2cn(C[C@H]3CC[C@@H]([C@@H]4CC[C@H](Cn5cc(-c6ccccc6)nn5)O4)O3)nn2)cc1	16	16	1	-4	16	2	-10	1	5	-2	6.7
CCOC(=O)c1c(/N=C/N(C)C)sc(/C=N/Nc2ccccc2)c1-c1ccccc1Cl	11	20	-1	-30	29	-4	-17	-3	-3	7	0.4
CCSc1nnc(NC(=O)Cc2ccc(OC)c(OC)c2)s1	-1	8	-5	-22	-6	-4	0	5	15	3	-0.2
C=CCNC(=O)N1CCCC(N2CCN(c3ccccc3OC)CC2)C1 (stereo not drawn)	0	6	0	-4	-5	9	-2	2	12	3	0.3
CC1(C(=O)NS(=O)(=O)c2ccc(C#N)cc2)CCN1C(=O)Cc1ccc(Cl)cc1Cl (stereo not drawn)	-6	2	/	21	-15	1	-3	9	12	/	1.9
O=C(N/N=C/c1ccc(Sc2nc3ccccc3[nH]2)o1)c1ccncc1	-5	-5	12	22	24	4	-2	5	13	2	-1.1
N#CC(c1ccc(F)cc1)c1ccc(C(=O)c2ccccc2)cc1 (stereo not drawn)	20	-26	1	11	36	24	/	-4	-4	3	3.8
COc1cccc(OCCCCCCN2CCOCC2)c1	3	3	9	-7	-8	-2	-5	-3	-2	0	-3.3
CS(=O)(=O)c1ccccc1-c1nc(-c2ccc([N+](=O)[O-])cc2)no1	-7	-3	8	9	-24	-4	-4	6	4	0	1.0
CCOc1ccc(N2C(=O)C3=C(C(c4ccc(Cl)cc4)=NCCN3)C2c2cccnc2)cc1 (stereo not drawn)	13	8	-4	-12	8	2	-14	-1	14	1	-0.7
NNc1nc(C(F)(F)F)nc2ccccc12	3	3	-7	-10	0	-3	-3	1	19	5	-0.1
Cc1ccc(C(=O)NC2CCC(C)CC2)s1 (stereo not drawn)	-207	-10	-47	-150	-58	-19	-6	-11	-154	0	-0.2
Cc1ccc(-c2nnnn2-c2ccc(C)cc2)cc1	-2	-1	-9	-16	-5	14	-2	1	-15	2	-0.8
Cc1ccc(Nc2nc3ccccc3nc2Nc2c(C)n(C)n(-c3ccccc3)c2=O)cc1	-2	-2	-14	-9	-29	-18	-4	-2	-17	-3	0.8
O=C(O)Cn1nnc(COc2ccccc2)n1	-2	-3	-18	-30	-9	10	-6	6	-3	1	-0.6
Cc1ccc(OCCN(C)C(=O)C2CCC(=O)N(CCCN3CCOCC3)C2)cc1 (stereo not drawn)	19	1	-4	13	10	-6	/	10	1	2	0.0
O=[N+]([O-])c1cccc(Nc2c3ccccc3nc3ccccc23)c1	13	-20	7	-7	20	21	87*	2	-27	2	-0.4
COc1cc(-c2[nH]ncc2CN2CCN(c3cccc(C)n3)CC2)cc(OC)c1OC	0	-4	5	-15	14	-5	-4	1	8	2	-0.2
C=CCOc1ccc2c3c(c(=O)oc2c1)CCCC3	-73	-3	-13	-18	-7	-5	-3	-2	-148	/	0.1
O=C(/C=C/c1ccc([N+](=O)[O-])s1)N1CCCCC1	2	-12	89*	32	-6	-1	-8	1	11	2	0.6
O=C1S/C(=C/c2ccc(N3CCOCC3)o2)C(=O)N1Cc1ccc(F)cc1	-2	2	-8	14	28	4	-4	-1	5	1	2.1
COc1ccc2c(c1OC)C(=O)N1c3ccccc3C(=O)N(c3ccccc3F)C21 (stereo not drawn)	62*	44	9	30	80	-2	/	12	7	-1	-1.6
COc1ccc(CN(CC2CCC(C(=O)O)CC2)C(=S)Nc2cc(C)ccc2C)cc1 (stereo not drawn)	31	0	-7	5	4	7	-20	4	19	/	4.5
CCOC(=O)C1(Cc2ccccc2C)CCCN(C(=O)COC)C1 (stereo not drawn)	-77	-2	-35	-12	-13	6	-5	-4	-121	2	-0.6
COc1cccc(CNC(=O)CCC2CCCN(C(=O)C3CCOCC3)C2)c1 (stereo not drawn)	4	-3	-3	-16	-13	2	-7	5	-9	-1	-0.7
COc1ccc2[nH]c3c(c2c1)CCNC3c1ccc([N+](=O)[O-])o1 (stereo not drawn)	17	60*	8	-36	-1	-2	-24	1	3	0	-0.4

Gathered by group: those above containing fluorine.
SMILES	Peg3 promoter	H9c2 protect	TRPM1 prom inh	NR2E3 ag-1	Shn3 inh set2	PDI inh	CaV13 ICDI inh	HTR2A ag	HIF-2a inh	NR2E3 ag-2	hiPSC survival
CN(C)S(=O)(=O)NCCNC(=O)c1cc(OCC(F)(F)F)ccc1OCC(F)(F)F	6	-2	-5	-8	18	-9	-18	0	0	1	-1.5
O=C(CS(=O)CC(=O)NC12CC3CC(CC(C3)C1)C2)Nc1ccc(F)cc1 (stereo not drawn)	10	2	-1	13	14	-5	-3	-2	14	2	0.7
O=C(CSc1nc2nn(-c3ccccc3)c(=O)c-2c2n1CCCCC2)Nc1ccc(F)cc1F	-1	-9	-22	16	13	-4	-2	0	0	6	-0.8
O=C(CSc1nnc(CNC(=O)c2c(F)cccc2Cl)o1)c1ccccc1	-1	6	2	-8	20	17	-4	-1	-1	-1	-3.0
N#CC(c1ccc(F)cc1)c1ccc(C(=O)c2ccccc2)cc1 (stereo not drawn)	20	-26	1	11	36	24	/	-4	-4	3	3.8
NNc1nc(C(F)(F)F)nc2ccccc12	3	3	-7	-10	0	-3	-3	1	19	5	-0.1
O=C1S/C(=C/c2ccc(N3CCOCC3)o2)C(=O)N1Cc1ccc(F)cc1	-2	2	-8	14	28	4	-4	-1	5	1	2.1
COc1ccc2c(c1OC)C(=O)N1c3ccccc3C(=O)N(c3ccccc3F)C21 (stereo not drawn)	62*	44	9	30	80	-2	/	12	7	-1	-1.6
